Bfl-1 Bim block: human Bim-Bfl-1 interaction inhibition; AID 1008; Bead-based flow cytometry, Bim-Bfl-1 binding inhibition; inhibition, % at 10 µM; actives 0.12% (n = 190,000);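 note: 0% = wells without compound plus tracer and 100% = blocker peptide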
ABCB1 inh: blocks JC-1 efflux by human ABCB1 transporter; P08183; CCRF-Adr cells, flow cytometry; inhibition, % at 6.6 µM; actives 0.067% (n = 190,000); in the data active = inhibition above about 40%;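 note: 0% = vehicle and 100% = reference inhibitor; higher value means more JC-1 retained so stronger ABCB1 efflux block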
Target sequence (P08183 whole entry, looked up): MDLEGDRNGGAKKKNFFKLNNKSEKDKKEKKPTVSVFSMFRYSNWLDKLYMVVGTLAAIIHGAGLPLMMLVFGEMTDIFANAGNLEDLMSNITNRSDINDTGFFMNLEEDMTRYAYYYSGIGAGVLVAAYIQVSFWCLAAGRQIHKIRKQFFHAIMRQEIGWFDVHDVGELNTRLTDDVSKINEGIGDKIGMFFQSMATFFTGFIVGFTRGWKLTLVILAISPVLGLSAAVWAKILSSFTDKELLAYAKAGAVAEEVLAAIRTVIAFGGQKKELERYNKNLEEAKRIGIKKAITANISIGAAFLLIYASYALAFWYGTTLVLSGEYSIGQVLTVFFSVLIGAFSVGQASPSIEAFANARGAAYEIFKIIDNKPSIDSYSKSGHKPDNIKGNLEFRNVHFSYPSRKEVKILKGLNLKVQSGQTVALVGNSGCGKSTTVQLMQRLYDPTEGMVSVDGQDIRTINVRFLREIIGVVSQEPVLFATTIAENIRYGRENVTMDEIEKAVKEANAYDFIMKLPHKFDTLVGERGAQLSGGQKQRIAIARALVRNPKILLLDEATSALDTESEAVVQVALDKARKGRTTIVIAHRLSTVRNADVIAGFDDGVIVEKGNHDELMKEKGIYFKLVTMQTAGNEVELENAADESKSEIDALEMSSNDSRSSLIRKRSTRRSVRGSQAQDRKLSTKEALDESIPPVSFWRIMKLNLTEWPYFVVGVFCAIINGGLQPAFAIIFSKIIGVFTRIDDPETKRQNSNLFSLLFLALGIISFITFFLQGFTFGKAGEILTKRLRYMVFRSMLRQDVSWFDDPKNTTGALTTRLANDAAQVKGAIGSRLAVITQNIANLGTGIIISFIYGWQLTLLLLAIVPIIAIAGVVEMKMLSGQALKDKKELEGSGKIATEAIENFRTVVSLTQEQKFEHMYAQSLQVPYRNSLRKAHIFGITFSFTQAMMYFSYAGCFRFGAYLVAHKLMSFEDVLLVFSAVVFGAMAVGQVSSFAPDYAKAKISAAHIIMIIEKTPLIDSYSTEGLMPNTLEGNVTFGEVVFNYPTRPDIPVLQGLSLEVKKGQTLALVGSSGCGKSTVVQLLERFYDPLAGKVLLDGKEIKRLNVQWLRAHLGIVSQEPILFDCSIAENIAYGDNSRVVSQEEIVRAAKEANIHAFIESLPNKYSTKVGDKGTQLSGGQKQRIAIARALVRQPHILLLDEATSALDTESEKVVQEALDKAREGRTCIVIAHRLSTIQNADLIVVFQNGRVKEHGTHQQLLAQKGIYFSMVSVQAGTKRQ
GSH bead fluor: GSH bead compound fluorescence profile | GSH beads flow cytometry, compound fluorescence 488/530 nm; stronger effect = higher value | actives 0.25% (n = 190,000) | fluorescence (KMESF) at 10 µM | AID 1776; in the data active = fluorescence above about 89;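 note: glutathione beads carrying GST-tagged Bcl family fusion proteins plus one bare bead set; values are compound well signal with DMSO vehicle wells as background; inactives centre near 16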
Bim-Bcl-W: human Bim-Bcl-W interaction inhibition; bead-based flow cytometry, Bim peptide-Bcl-W binding; inhibition, % at 10 µM; actives 0.02% (n = 190,000); AID 952;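 note: 0% = bound tracer without compound and 100% = peptide blocker; higher means less fluorescent Bim peptide bound to Bcl-W beads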
RGS4-Gao reg: modulates binding of RGS4 to human Galphao; actives 0.33% (n = 220,000); binding response (% of control), % at 10 µM; P09471; Multiplexed bead flow cytometry; actives lie on both sides; in the data active = binding response below about 49% or above about 150%; inactive = in between;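 note: fluorescent Galphao activated with aluminum fluoride binding bead-coupled RGS4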
Avidin bead fluor: compound fluoresces at 488/530 nm on avidin beads. compound fluorescence 488/530 nm, flow cytometry; stronger effect = higher value. fluorescence (KMESF) at 10 µM. actives 0.38% (n = 220,000). AID 1775; in the data active = fluorescence above about 47; note: inactives centre near 10
Bcl-B Bim block: inhibitors of Bim-Bcl-B interaction, human | Q9HD36 | bead-based flow cytometry, Bim peptide-Bcl-B binding | inhibition, % at 10 µM | actives 0.073% (n = 190,000) | AID 951;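 note: 0% = tracer peptide without compound and 100% = reference inhibitor peptide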
Bcl-XL Bim block: human Bim-Bcl-XL interaction inhibition; Q07817; Bim peptide-Bcl-XL binding, bead flow cytometry, fluorescence; inhibition, % at 10 µM; actives 0.04% (n = 190,000); AID 1007
ABCG2 block: inhibitors of human ABCG2 transporter, ABCB1 counter-screen; actives 0.1% (n = 190,000); IgMXP3 cells, JC-1 efflux, flow cytometry; Q9UNQ0; inhibition, % at 6.6 µM;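 active = inhibition above 80%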;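 note: 0% = DMSO and 100% = nicardipine control wells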
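Test system: IgMXP3 (ABCG2) plus far-red-tagged CCRF-Adr (ABCB1) cells. Reagent: JC-1 dye as substrate. Timing: 10 min exposure at 25 °C with rotation, no wash. Measured by: flow cytometric JC-1 green MFI at 530 nm. Read-out: percent efflux inhibition, scaled nicardipine 100% to DMSO 0%. Control set: nicardipine and DMSO wells.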
RGS7-Gao: human RGS7-Galphao interaction regulation; binding response (% of control), % at 10 µM; Multiplexed bead flow cytometry, RGS7-Galphao binding; actives lie on both sides; P09471; actives 0.35% (n = 220,000); AID 1439; in the data active = binding response below about 49% or above about 150%; inconclusive = no clear call, values can overlap the other calls; inactive = in between;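 note: fluorescent Galphao held in activated GDP-AlF4 state binding bead-coupled RGS7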
Bim-Bcl-2: inhibitors of Bim-Bcl-2 interaction, human. P10415. Bead-based flow cytometry, Bim peptide-Bcl-2 binding. inhibition, % at 10 µM. actives 0.06% (n = 190,000). AID 950; in the data active = inhibition above about 40%; inconclusive = no clear call, values can overlap the other calls;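 note: 0% = no compound wells with probe peptide and 100% = reference peptide inhibitor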
Numbers without * were called inactive; ? = inconclusive; · = no result given. Cut-off read from the data, not from the text of the source, unless noted: active = inhibition above about 40%.

The first 3 compounds, to show the layout:
SMILES	Bfl-1 Bim block	ABCB1 inh	GSH bead fluor	Bim-Bcl-W	RGS4-Gao reg	Avidin bead fluor	Bcl-B Bim block	Bcl-XL Bim block	ABCG2 block	RGS7-Gao	Bim-Bcl-2
COc1ccc(NC(=O)COc2ccc3c(c2)CCC3)cc1	-5	0.5	14	0	101	16	-3	0	2	?	-3
S=c1nc(C2CCCCC2)n(-c2ccccc2)[nH]1	4	-0.6	9	0	109	9	-19	-4	0	112	-2
Cn1c(=O)c2c(nc(NCC(O)CO)n2CCc2ccccc2)n(C)c1=O (stereo unspecified)	-10	0.3	60	0	106	6	-4	0	1	103	-4

The whole of this part (from the top)
SMILES	Bfl-1 Bim block	ABCB1 inh	GSH bead fluor	Bim-Bcl-W	RGS4-Gao reg	Avidin bead fluor	Bcl-B Bim block	Bcl-XL Bim block	ABCG2 block	RGS7-Gao	Bim-Bcl-2
COc1ccc(NC(=O)COc2ccc3c(c2)CCC3)cc1	-5	0.5	14	0	101	16	-3	0	2	?	-3
S=c1nc(C2CCCCC2)n(-c2ccccc2)[nH]1	4	-0.6	9	0	109	9	-19	-4	0	112	-2
Cn1c(=O)c2c(nc(NCC(O)CO)n2CCc2ccccc2)n(C)c1=O (stereo unspecified)	-10	0.3	60	0	106	6	-4	0	1	103	-4
CCCCC(=O)Nc1ccc(C(=O)Nc2ccc(S(=O)(=O)N3CCCC3)cc2)cc1	-16	0.5	28	-1	105	11	-14	-9	7	103	-12
CC(C)C(=O)OCC(=O)Nc1ccc2c(c1)CCC2	-11	0.8	24	0	103	23	-7	-3	4	98	-4
CCOC(=O)C1CCCN(c2c(NCC3CCCN3CC)c(=O)c2=O)C1 (stereo unspecified)	-6	0.3	26	-2	100	8	-8	-4	1	102	-8
CC1(C)Cc2c(C#N)c(NCCCO)nc(-c3ccccc3)c2CO1	-6	1.0	25	2	102	7	-4	-2	3	102	-3
O=C1C=C(NCCN2CCOCC2)C(=O)c2cnccc21	-1	-0.3	17	-2	99	11	-4	-6	0	97	0
Cc1cccc(Nc2nnc(SCC(=O)Nc3ccc(C(=O)O)cc3)s2)c1	9	-0.7	12	6	102	15	11	7	-3	?	4
Cc1ccc(NC(=O)CCCSc2nc3ccccc3[nH]2)cc1	1	-2.6	12	-1	116	16	-4	-4	·	104	-5
COc1ccc(N2CCN(C(=O)c3ccc(CSc4ccccc4)cc3)CC2)cc1	0	·	13	-1	97	3	-4	-3	3	98	0
CCn1c(CC(=O)Nc2ccc(C)cc2)nnc1SCC(=O)NCc1ccccc1	-11	0.4	21	0	97	10	-9	-14	2	96	-9
O=C(c1cccc(Cl)c1)N1CCN(c2ccccn2)CC1	-11	0.1	5	-1	99	8	0	0	0	99	-6
CC1CCN(c2ccc(C(F)(F)F)cc2N)CC1	-5	-0.2	13	-2	101	7	-5	-4	0	105	-5
CCOC(=O)C(C)(C)N(Cc1cccc(C)c1)S(=O)(=O)c1cccc([N+](=O)[O-])c1	2	1.2	11	1	96	5	0	1	44	97	-3
O=C(Nc1ccc(O)cc1)/C(=C\c1ccncc1)NC(=O)c1ccccc1	-4	0.8	25	0	104	10	-1	-1	5	105	0
Cc1ccc(-c2cc(C(=O)Nc3nn[nH]n3)c3ccccc3n2)c(C)c1	-4	0.7	47	0	102	9	-9	2	4	107	-7
O=C(Nc1nc2ccc(Cl)cc2s1)C1CCCO1 (stereo unspecified)	-4	0.1	45	1	107	6	-5	4	1	106	-6
C=C(C)COc1ccc2oc(C)c(C(=O)OCCOC)c2c1	5	0.1	22	7	111	4	1	1	2	109	3
O=C(O)c1cccc(N2CCCC2)c1	-2	0.4	29	2	97	11	1	0	4	97	0
COc1cc(OC)cc(C(=O)Oc2ccc(/C=N/Nc3nc4ccccc4s3)cc2OC)c1	1	-1.0	7	0	95	3	-1	-3	-6	95	0
COc1ccc(NS(=O)(=O)c2ccc(S(=O)(=O)N3CCCC3)cc2)cc1Cl	0	0.1	13	-3	97	14	-4	-4	0	98	-1
Cc1ccc(C(CC(=O)O)C2CCOC(C)(C)C2)cc1 (stereo unspecified)	-8	0.1	38	-1	104	5	-2	-5	0	101	-7
CC1(C)CC(=O)C(C(C2=C(O)CC(C)(C)CC2=O)c2cccnc2)C(=O)C1 (stereo unspecified)	-25	0.1	24	-4	99	29	-7	-8	4	96	-9
COc1ccccc1Nc1ccc(C(=O)NC2CCCCC2)cn1	-11	0.6	34	-2	103	5	-6	-6	4	94	-11
C/C(=N\S(=O)(=O)c1ccc(C)cc1)N1CCCCC1	-8	-0.2	16	0	96	9	-5	-2	0	102	0
CCOC(=O)c1c(CN(C)C)n(C)c2ccc(OC(C)=O)cc12	-1	0.5	32	0	102	17	-2	-3	3	104	-2
COc1ccc(OC)c(NC(=O)CN(Cc2ccc(Cl)cc2)S(C)(=O)=O)c1	-4	1.6	9	-2	103	3	-3	-1	13	102	-5
O=C(Nc1ccc(OC(=O)c2ccccc2)c(-c2nc3ccccc3s2)c1)c1ccccc1	0	0.9	8	-1	96	34	0	-3	1	94	-1
O=C(O)c1cc(Cl)ccc1-c1ccc(/C=C/c2cc(C(F)(F)F)[nH]c(=O)n2)o1	-8	0.8	14	0	104	12	-2	-1	2	104	-2
COc1ccccc1CCc1nnc(CCC(=O)NC(C)Cc2cccs2)o1 (stereo unspecified)	-8	0.3	9	0	100	9	-7	-4	1	101	-6
Cc1cccc(OCc2nnc(SCC(=O)Nc3ccc(C)c(C)c3)o2)c1	·	-0.3	68	·	104	7	·	·	2	102	?
CCCOC(=O)c1ccc(Oc2coc3c(CN(CC)CC)c(O)ccc3c2=O)cc1	-1	0.2	24	-2	105	6	-1	-1	3	101	0
C/C(=N\Nc1nnc(C)c(=O)[nH]1)C(=O)O	-4	-0.1	22	-1	82	9	0	-1	0	96	-3
O=C(NCc1nc2ccccc2[nH]1)c1ccc([N+](=O)[O-])cc1	-2	0.1	22	-3	98	6	-4	0	8	103	0
COc1ccc(NC(=O)COC(=O)c2c3c(nc4ccccc24)CCCC3)cc1	-3	-0.1	6	-4	76	10	-4	-6	0	86	-2
COc1ccc(NS(=O)(=O)c2ccc(NC(=O)CCNS(=O)(=O)c3ccc(C)cc3)cc2)cc1	-4	-0.3	12	-5	103	3	-8	-8	-4	101	-7
COCCCNC(=O)c1sc2ncnc(N3CCc4ccccc4C3)c2c1C	·	1.9	28	·	91	5	·	·	9	95	?
Clc1cccc(Cl)c1COn1nnc2ccccc21	0	0.8	50	-3	91	3	-3	2	7	92	0
Fc1ccc(C2=NN(c3ccccc3)C(c3ccco3)C2)cc1 (stereo unspecified)	-3	0.2	12	-5	102	13	-1	0	1	100	-1
CCOc1ccc(Nc2oc(-c3cccc(Cl)c3)nc2C#N)cc1	-7	-0.2	32	-2	101	18	-8	-7	15	102	-7
CCN(CCn1cccn1)C(=O)c1cc(COc2ccc(F)cc2Cl)on1	7	0.6	10	0	100	8	2	-1	4	?	6
O=C(c1ccc(F)cc1)c1ccc(N2CCCC2)cc1	-3	-2.4	21	0	98	16	0	-1	5	98	-3
CCOC(=O)c1cnc2ccc(C)cc2c1OCc1cc(F)cc(F)c1	-14	1.5	34	1	96	6	-5	-3	3	100	-12
CC(C)CCn1c(Oc2ccccc2Cl)nc2c1c(=O)n(C)c(=O)n2C	-1	0.4	21	-3	100	20	-4	-3	3	99	-6
CCc1cccc(NC(=O)Cn2c(=O)oc3cc(S(=O)(=O)N4CCOCC4)ccc32)c1	-5	0.4	19	0	102	6	-2	0	1	101	-3
CCOC(=O)C(CC)Sc1nnc2c3cc(C)ccc3n(C)c2n1 (stereo unspecified)	1	2.1	25	5	95	8	4	3	33	93	3
COc1ccccc1CC(=O)Nc1ccc(Cl)cc1C(=O)O	-8	0.3	17	2	102	12	0	-3	1	104	2
CCC(C(=O)N1CCc2ccccc2C1)n1nc(C)n2c(cc3occc32)c1=O (stereo unspecified)	1	0.6	25	-3	100	42	-3	-3	1	100	3
CS(=O)(=O)c1ccc(C(=O)Nc2ccc(N3CCCCC3)cc2)c(Cl)c1	-5	0.5	15	-2	105	11	0	-4	4	102	-3
COc1ccccc1N1CCN(C(=O)CCn2c(=O)[nH]c3ccsc3c2=O)CC1	-1	0.8	15	0	103	9	2	1	9	102	0
COc1ccc(N2C(=O)CN=C2Nc2nc(C)cc(C)n2)cc1OC	-12	0.1	12	2	102	11	-2	0	0	99	-4
Cn1c2ccccc2n2c(=O)c(=O)n(CC(=O)c3ccc(F)cc3)nc12	-2	1.1	10	0	87	23	-1	0	3	93	-2
CCOc1ccccc1OCc1nn2c(COc3ccccc3)nnc2s1	24	-0.5	53	0	110	20	-28	-11	-2	129	-7
Cc1sc2nc(CSc3ccccc3)nc(N3CCOCC3)c2c1C	-18	1.5	10	-2	103	15	-10	-8	5	100	-8
COc1cc(OC)c(-n2c(C)cc(C=O)c2C)cc1Cl	-10	0.2	16	-1	97	5	-11	-4	1	98	-4
O=c1cc(N2CCN(Cc3ccccc3)CC2)[nH]c(=O)n1Cc1ccc(F)cc1	0	0.6	7	1	96	16	2	1	3	98	2
COC(=O)C(Cc1ccc(OC(=O)c2ccc(C)cc2)cc1)N1Cc2ccccc2C1=O (stereo unspecified)	-12	0.0	69	1	101	5	-5	-7	0	98	-8
CCOc1ccc(C(=O)c2nc3c(n2O)CCCCC3)cc1	1	-0.1	17	-2	99	21	-3	-5	0	102	0
O=C(O)CC(NCc1ccco1)C(=O)OCCCl (stereo unspecified)	-3	0.0	22	0	103	10	0	-4	-1	102	0
(next part)
SMILES	Bfl-1 Bim block	ABCB1 inh	GSH bead fluor	Bim-Bcl-W	RGS4-Gao reg	Avidin bead fluor	Bcl-B Bim block	Bcl-XL Bim block	ABCG2 block	RGS7-Gao	Bim-Bcl-2
O=C(O)C1CCN(Cc2cnn(-c3ccccc3)c2-n2cccc2)CC1	-1	0.5	16	0	98	21	-1	-2	1	98	2
O=C(NCC1CCCO1)c1cc(-c2ccccc2)on1 (stereo unspecified)	0	0.4	15	-2	102	17	-3	1	2	102	1
CN(C(=O)Cn1nnc(-c2cccc(C(F)(F)F)c2)n1)C1CCCCC1	-2	-0.1	22	-6	89	31	-6	-2	0	90	-3
O=C1CCCc2c1[nH]c1ccc(Br)cc21	2	0.5	66	-5	101	8	-1	-5	10	100	0
CCOc1ccc(/C(O)=C2/C(=O)C(=O)N(CCOCCO)C2c2ccccn2)cc1 (stereo unspecified)	-18	-0.4	28	-3	100	22	-10	-8	-4	100	-9
CCN(CC)CP(=O)(c1ccccc1)c1ccccc1	-7	0.1	6	3	86	5	-4	-4	1	89	0

An excerpt from above in order of count of non-hydrogen atoms, highest first:
SMILES	Bfl-1 Bim block	ABCB1 inh	GSH bead fluor	Bim-Bcl-W	RGS4-Gao reg	Avidin bead fluor	Bcl-B Bim block	Bcl-XL Bim block	ABCG2 block	RGS7-Gao	Bim-Bcl-2
CCOc1ccc(/C(O)=C2/C(=O)C(=O)N(CCOCCO)C2c2ccccn2)cc1 (stereo unspecified)	-18	-0.4	28	-3	100	22	-10	-8	-4	100	-9
O=C(O)C1CCN(Cc2cnn(-c3ccccc3)c2-n2cccc2)CC1	-1	0.5	16	0	98	21	-1	-2	1	98	2
CCN(CC)CP(=O)(c1ccccc1)c1ccccc1	-7	0.1	6	3	86	5	-4	-4	1	89	0

Compound activity as filed in PubChem.

Outcome played no part in choosing rows. About 1.3% of those tested had a hit in this group.
